PfM18AAP inh – PfM18AAP enzyme inhibition. recombinant PfM18AAP, H-Glu-NHMec fluorogenic cleavage. inhibition, % at 7.35 µM. actives 1.2% (n = 290,000). AID 1822;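 active = inhibition above the campaign mean inhibition over all tested compounds plus 3 SD, cut at about 28% in these data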;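 note: 0% = plate median of test compound wells and 100% = 2 mM ZnCl2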
GPR7 antag – human neuropeptides B/W receptor 1 antagonism; actives 1.1% (n = 290,000); P48145; GPR7-expressing cells, fluorescence antagonist assay; inhibition, % at 4.4 µM; in the data active = inhibition above about 16%, passing the limit was not always enough;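 note: cells stimulated with the agonist NPW; 0% = agonist with vehicle and 100% = vehicle without agonist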
Target sequence (P48145 whole entry, looked up): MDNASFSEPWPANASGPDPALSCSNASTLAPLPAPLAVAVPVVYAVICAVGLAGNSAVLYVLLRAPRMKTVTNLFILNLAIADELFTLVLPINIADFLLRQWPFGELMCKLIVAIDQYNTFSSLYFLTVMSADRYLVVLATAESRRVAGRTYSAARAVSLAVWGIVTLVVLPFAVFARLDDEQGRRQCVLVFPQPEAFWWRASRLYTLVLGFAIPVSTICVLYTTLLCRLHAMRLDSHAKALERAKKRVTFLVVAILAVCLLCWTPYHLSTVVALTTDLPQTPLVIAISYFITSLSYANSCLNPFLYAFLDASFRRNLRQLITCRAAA
NALP1 inh – blocks the NALP1 inflammasome reconstituted in yeast; actives 0.61% (n = 280,000); inhibition, % at 10 µM; S. cerevisiae NALP1/ASC/caspase-1 growth, X-gal OD620, 72 h; in the data active = inhibition mostly above about 24%, no sharp cut-off; inactive = mostly below about 32%; note: some compounds called inactive have numbers as strong as hits
OXTR ag – human OXTR agonism; P30559; activation, % at 3 µM; CHO-OTR cells, Fluo-8 calcium fluorescence; normalized: DMSO 0%, oxytocin 100%; actives 0.32% (n = 320,000);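 active = activation above the mean of all tested compounds plus 3 SD, cutoff set per screening run, cut at about 20% in these data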;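 note: peak over basal fluorescence ratio from a 100 s FLIPR kinetic read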
V1R ag counter – counter-screen for oxytocin receptor agonists: human V1a receptor agonists; P37288; CHO-V1R cells, Fluo-8 calcium fluorescence, agonist mode; 0% DMSO, 100% 3 nM vasopressin; activation, % at 3 µM; actives 0.25% (n = 320,000); AID 2797;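 active = activation above the mean activation of all tested compounds plus 3 SD, per screening run, cut at about 20% in these data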;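 note: signal is peak over basal fluorescence ratio across a 100 second FLIPR read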
Target sequence (P37288 whole entry, looked up): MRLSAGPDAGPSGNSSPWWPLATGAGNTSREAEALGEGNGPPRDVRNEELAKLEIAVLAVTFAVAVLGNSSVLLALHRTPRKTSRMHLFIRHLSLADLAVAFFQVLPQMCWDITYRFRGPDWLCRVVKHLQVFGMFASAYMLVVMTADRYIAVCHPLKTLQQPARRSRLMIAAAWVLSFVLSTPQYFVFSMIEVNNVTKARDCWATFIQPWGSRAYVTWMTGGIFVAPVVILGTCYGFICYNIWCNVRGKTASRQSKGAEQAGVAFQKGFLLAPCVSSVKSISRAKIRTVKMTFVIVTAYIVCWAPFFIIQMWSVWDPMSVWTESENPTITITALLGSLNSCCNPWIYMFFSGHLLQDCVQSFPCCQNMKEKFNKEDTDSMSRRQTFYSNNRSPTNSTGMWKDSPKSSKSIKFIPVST
MEKK2 WT-MEK5 – raises or lowers MEK5 binding to wildtype human MEKK2 PB1 domain | Q9Y2U5 | bead flow cytometry, Alexa488-MEK5 binding to MEKK2 WT; actives lie on both sides | binding response (% of control), % at 10 µM | actives 1.1% (n = 290,000) | AID 1531; in the data active = binding response below about 67% or above about 130%
OXTR potentiator – potentiators of human oxytocin receptor; P30559; CHO-OTR cells, Fluo-8 calcium fluorescence, potentiator mode; 0% = oxytocin EC15, 100% = EC100; activation, % at 3 µM; actives 0.061% (n = 320,000);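 active = activation above that plate's cutoff, the mean activation of tested compounds plus 3 SD, cut at about 6.6% in these data, passing the limit was not always enough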;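 note: 100% uses oxytocin at 75 nM as the full agonist control; some results filed as inactive read as strong as hits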
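Assay system: CHO cell line stably expressing human OTR | Also added: Oxytocin at about EC15, sub-maximal agonist stimulus | Times: Compound 6 min at room temperature before oxytocin, 100 s read | Measured by: Fluo-8 intracellular calcium fluorescence, ex 470-495, em 515-575 nm | Controls: EC15 oxytocin alone as 0%, 75 nM oxytocin as 100%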
GalR3 antag – blocks the human galanin receptor 3; actives 0.44% (n = 360,000); O60755; inhibition, % at 3 µM; HEK293 GalR3-CNG cAMP membrane potential fluorescence; galR3 body fused to GalR1 C-terminus; AID 651719;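 active = inhibition above the screen-wide average plus 3 SD, cut at about 13% in these data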;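 note: forskolin and galanin both at EC90 stimulate the cells; cAMP rise reported by CNG channel membrane potential dye signal; 0% = forskolin plus galanin with DMSO and 100% = forskolin alone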
Target sequence (O60755 1-299 limits assumed): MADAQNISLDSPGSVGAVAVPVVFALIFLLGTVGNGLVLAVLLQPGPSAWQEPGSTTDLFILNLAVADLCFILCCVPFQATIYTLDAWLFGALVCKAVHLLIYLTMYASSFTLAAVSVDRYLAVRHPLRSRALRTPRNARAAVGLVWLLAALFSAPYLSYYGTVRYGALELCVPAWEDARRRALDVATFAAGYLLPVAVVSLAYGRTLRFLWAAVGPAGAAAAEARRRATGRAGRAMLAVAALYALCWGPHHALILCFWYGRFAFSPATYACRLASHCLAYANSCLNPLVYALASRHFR
MEKK2mut PB1 HTS – signal of MEK5 binding to mutant human MEKK2 PB1 domain; bead flow cytometry, Alexa488-MEK5 binding to MEKK2 mutant; percent response, % at 10 µM; actives 0.35% (n = 290,000); in the data active = percent response above about 24%, passing the limit was not always enough; note: inactives centre near 1; some results filed as inactive read as strong as hits
* hit, by the source's call; x = no result given.

SMILES | PfM18AAP inh | GPR7 antag | NALP1 inh | OXTR ag | V1R ag counter | MEKK2 WT-MEK5 | OXTR potentiator | GalR3 antag | MEKK2mut PB1 HTS
COc1ccccc1NS(=O)(=O)c1cccc(C(=O)OCc2nc3ccccc3s2)c1 | 3.6 | -10.9 | 31.4 | -0.3 | 4.2 | 104.0 | -8.5 | -0.5 | -1.0
COc1ccc(C(=O)N/N=C/c2sc(=O)n(Cc3cccc(C(=O)O)c3)c2Cl)cc1 | 4.3 | -11.4 | x | 0.0 | 1.4 | 101.0 | 3.1 | 1.3 | -1.0
CCCC(C)NC(=O)COc1ccc(S(=O)(=O)c2ccc(OCC(=O)NC(C)CCC)cc2)cc1 (configuration not stated) | 6.8 | -7.7 | 8.0 | 0.9 | 0.7 | 97.0 | -2.8 | -1.6 | -1.0
O=C1C([N+](=O)[O-])=C(O)c2cccc3cccc1c23 | 32.2* | -3.8 | -10.7 | x | x | 92.0 | x | x | 1.0
Nn1c(Cc2ccccc2)nc2ccccc2c1=O | x | x | x | -3.2 | 0.2 | x | -3.0 | 2.4 | x
COc1cccc(CN2CCN(CC(=O)Nc3ccccc3Cl)CC2)c1 | -7.5 | 1.9 | -0.9 | -0.7 | -0.1 | 99.0 | -6.3 | 4.0 | -12.0
CN(C(=O)c1ccccc1C(=O)OCC(=O)c1ccccc1)c1ccccc1 | x | x | x | -1.7 | -0.7 | x | -6.2 | -2.5 | x
Cc1ccc2nc(N(CCCN(C)C)C(=O)CN3C(=O)c4ccccc4C3=O)sc2c1 | -3.5 | -0.2 | 11.2 | 11.7 | 7.0 | 125.0 | -2.9 | -9.8 | 9.0
O=C1C=C(NNC(=O)c2ccccc2Br)CCC1 | 14.8 | -12.7 | 33.8 | 1.1 | 2.1 | 98.0 | -5.9 | 2.8 | -2.0
Cc1cc(C)c2c(N=NN3CCOCC3)[nH]nc2n1 | 3.6 | -2.6 | 24.8 | 2.2 | 0.0 | 97.0 | 6.8 | 2.5 | -1.0
N#Cc1ccc(C(=O)N2CCN(C(=O)C3CCCO3)CC2)cc1 (configuration not stated) | x | x | x | 1.2 | 0.5 | x | 4.2 | -1.8 | x
Cc1c(-n2cc(C(=O)O)c(=O)c3cc(F)c(N4CCCC(O)C4)c(F)c32)c(=O)n(-c2ccccc2)n1C (configuration not stated) | 2.1 | -4.8 | 4.4 | 0.3 | -0.1 | 95.0 | -7.1 | -3.0 | -11.0
CCC(=Nc1ccccc1)C1=C(O)CC(C)(C)CC1=O | -1.5 | -8.3 | 0.4 | x | x | 106.0 | x | x | 12.0
COc1cc2[nH]c(=S)n(C3CCCC3)c(=O)c2cc1OC | 7.0 | 5.1 | -6.9 | -1.4 | -1.0 | 97.0 | -18.3 | -5.6 | -5.0
Cc1c(C(=O)NCc2ccccc2)cnn1-c1ccccc1 | 0.9 | -3.6 | x | -0.8 | -0.2 | 104.0 | -9.4 | -0.6 | 7.0
COC(=O)c1[nH]c2ccccc2c1NS(=O)(=O)c1ccc(OC)cc1OC | 6.5 | -3.4 | 31.5 | 1.7 | 1.0 | 102.0 | -2.7 | -5.9 | 3.0
Cc1onc(-c2ccccc2)c1C(=O)NC(=S)NNC(=O)c1ccccc1O | 9.5 | -9.8 | 28.8 | 65.0* | 68.0* | 106.0 | -14.3 | -1.1 | 1.0
O=C(Nc1ccc(O)c(C(=O)O)c1)Oc1ccccc1 | 0.2 | -6.5 | 20.3 | 0.3 | -0.2 | 93.0 | -2.2 | -4.6 | 8.0
COc1ccc(CN2C3CCC2CC(NC(=O)c2cccc(F)c2)C3)cc1 (configuration not stated) | 1.4 | -21.2 | 1.0 | 1.3 | 1.1 | 113.0 | -0.4 | -10.7 | 11.0
COc1cc(C(=O)Nc2scc(-c3ccc(Br)cc3)c2C(=O)O)cc(OC)c1OC | 7.0 | -12.3 | -2.4 | 0.3 | -0.1 | 95.0 | -3.8 | -8.5 | 2.0
O=C(NCc1n[nH]c(=S)n1-c1ccc(F)cc1)c1ccc(S(=O)(=O)N2CCCC2)cc1 | 13.9 | -7.0 | 22.5 | 0.8 | 1.1 | 101.0 | -5.2 | -0.9 | 8.0
O=C(Cc1ccccc1)Nc1nonc1NC(=O)c1ccccc1 | 3.5 | -1.8 | 9.2 | 1.1 | 1.6 | 89.0 | -12.5 | -2.3 | -2.0
Cc1ccccc1N1CCN(Cc2ccc([N+](=O)[O-])o2)CC1 | 3.5 | -4.4 | 23.3 | -1.6 | -0.3 | 102.0 | -6.0 | -2.2 | 2.0
CCCCn1c(N)c(N(CCC(C)C)C(=O)C2=COCCO2)c(=O)[nH]c1=O | -15.9 | -6.7 | 12.8 | 0.2 | 0.8 | 108.0 | 9.6 | -4.7 | 4.0
O=C(NCCCN1CCCCCC1)c1ccc2c(c1)NC(=O)C(N1CCOCC1)S2 (configuration not stated) | -1.6 | -15.6 | -0.9 | 0.5 | -0.1 | 129.0 | -6.8 | -3.2 | 10.0
CN1CCc2nc(SCC(=O)Nc3cccc(F)c3)c(C#N)c(-c3cccs3)c2C1 | 6.0 | -3.4 | 2.6 | 0.0 | 0.1 | 105.0 | -14.4 | -1.2 | 4.0
Cc1ccc2c(c1)C(=O)C(=O)N2CC1COc2ccccc2O1 (configuration not stated) | 11.7 | 18.0 | 17.0 | 0.0 | -0.5 | 100.0 | -6.0 | 0.0 | 2.0
Cc1cccc(-c2nc3ccccc3c(=O)n2NC(=O)Cc2ccc(Cl)cc2)c1 | -11.5 | -5.9 | 14.7 | 5.8 | 4.0 | 102.0 | -6.0 | -2.6 | -2.0
CN1CCN(/N=C/c2cccc(Cl)c2Cl)CC1 | -3.6 | 1.7 | 44.2 | 2.7 | 3.1 | 104.0 | -8.5 | -2.3 | 3.0
CC(C)c1ccc(N(CC(=O)NC(C)(C)C)C(=O)CCC(=O)Nc2nccs2)cc1 | 9.1 | 0.3 | 6.4 | 1.7 | 0.6 | 109.0 | -3.5 | -9.5 | 7.0
COc1c(O)ccc(/C=C(\C#N)c2nc3ccccc3[nH]2)c1[N+](=O)[O-] | -0.3 | -6.1 | 23.9 | 1.2 | 1.3 | 93.0 | -5.2 | -3.2 | -4.0
CCOc1cc(N2CCOCC2)c(OCC)cc1NC(=O)COC(=O)COc1cc(C)cc(C)c1 | x | x | x | -1.0 | 0.1 | x | -5.0 | -3.5 | x
COCCNC(=O)c1cc2c(-c3ccc(Cl)cc3)nn(C)c2s1 | -6.2 | 6.1 | -7.2 | 0.0 | -0.3 | 105.0 | -7.2 | -1.3 | 3.0
CC(C)OCCCNC(=O)c1cc(S(=O)(=O)N2CCc3ccccc32)cn1C | 1.8 | -2.2 | 4.1 | 0.3 | 1.5 | 101.0 | -3.6 | x | -1.0
COC(=O)c1c(NC(=O)CSc2nccn2C)sc(C)c1C | x | x | x | -0.8 | -0.6 | x | 2.5 | -6.6 | x
CCOC(=O)c1ccccc1OCc1cc(/C=N/n2cncn2)ccc1OC | -1.4 | -1.4 | -14.0 | -0.6 | 2.8 | 108.0 | -6.6 | 7.7 | 4.0
Cc1noc(C)c1C(=O)Nc1ccccc1N1CCOCC1 | x | x | x | -0.3 | -0.2 | x | -2.8 | -2.0 | x
Clc1ccccc1-c1ccc2ncnc(NCc3ccc4c(c3)OCO4)c2c1 | x | x | x | -1.0 | 0.1 | x | -3.3 | -1.5 | x
CCOC(=O)c1c(C)[nH]c(C)c1S(=O)(=O)N(C)CC(=O)Nc1ccccc1C | 0.7 | 1.2 | -26.4 | -1.0 | -0.2 | 102.0 | -4.1 | 0.5 | 8.0
COc1ccc(S(=O)(=O)NCCCN2CCCC2=O)cc1OC | 5.0 | 1.9 | 3.6 | 0.8 | -1.0 | 94.0 | -9.0 | 2.8 | -4.0
CCN(CC)S(=O)(=O)c1cc(NC(=O)COC(=O)c2ccc(NC(=O)CC#N)cc2)ccc1C | 6.0 | -5.4 | 9.1 | -0.5 | 0.5 | 104.0 | -16.0 | -2.8 | 8.0
O=C(NCCc1ccccc1)c1nccc2ccccc12 | x | x | x | -1.1 | -0.1 | x | 3.0 | -3.3 | x
CCOc1ccccc1NC(=O)COC(=O)COc1c(Cl)cc(Cl)c2ccc(C)nc12 | x | x | x | -0.6 | 0.2 | x | 2.4 | 3.9 | x
COc1ccccc1C(C)NCC(=O)NCc1ccc(C)cc1 (configuration not stated) | -11.6 | -9.3 | 7.3 | -0.2 | 0.9 | 105.0 | 0.2 | -6.5 | 3.0
C/C(N)=C(/C#N)C(=O)COC(=O)c1cc(-c2ccc(C)cc2)nc2ccccc12 | -1.2 | -8.2 | 20.9 | 1.2 | 1.2 | 104.0 | -4.2 | -6.0 | -1.0
NC(=O)CC(NC(=O)c1cccc(Br)c1)c1ccc(NC2CCC2)c([N+](=O)[O-])c1 (configuration not stated) | -1.2 | 4.1 | 4.1 | 2.0 | 0.4 | 98.0 | -1.3 | 10.4 | -3.0
Cc1ccc[n+](CC(=O)Nc2ccc([N+](=O)[O-])cc2Cl)c1 | -13.4 | -11.4 | 34.8 | 0.1 | -0.1 | 100.0 | -3.4 | -3.3 | 5.0
O=C(CN1CCOCC1)n1c2c(c3ccccc31)CCCC2 | -1.1 | -12.7 | 7.3 | -1.5 | 0.2 | 100.0 | -10.2 | 0.9 | -4.0

Profiles from above. Order of screens: PfM18AAP inh, GPR7 antag, NALP1 inh, OXTR ag, V1R ag counter, MEKK2 WT-MEK5, OXTR potentiator, GalR3 antag, MEKK2mut PB1 HTS
`Cc1noc(C)c1C(=O)Nc1ccccc1N1CCOCC1` reads x, x, x, -0.3, -0.2, x, -2.8, -2.0, x
`COc1ccc(S(=O)(=O)NCCCN2CCCC2=O)cc1OC` reads 5.0, 1.9, 3.6, 0.8, -1.0, 94.0, -9.0, 2.8, -4.0

Next compounds follow.
SMILES | PfM18AAP inh | GPR7 antag | NALP1 inh | OXTR ag | V1R ag counter | MEKK2 WT-MEK5 | OXTR potentiator | GalR3 antag | MEKK2mut PB1 HTS
NC(=O)C1(N2CCCCC2)CCN(C(=S)Nc2cc(F)cc(F)c2)CC1 | -2.1 | -3.1 | 7.0 | 0.0 | 0.3 | 101.0 | 0.8 | -7.1 | -1.0
CCCOc1ccc(C(=O)Nc2ccc(CN3CCOCC3)cc2)cc1 | -7.2 | -10.8 | 27.5 | 2.1 | 4.8 | 102.0 | -6.6 | -5.8 | 0.0
C/C(=N\NC(=O)c1ccc(N/N=C(\C)c2ccc(O)cc2)cc1)c1ccc(O)cc1 | 9.9 | -10.2 | 6.3 | 0.3 | -0.6 | 66.0 | -2.9 | 5.2 | -15.0
COc1ccccc1/C=C/C(=O)NC(=S)Nc1ccccn1 | 2.2 | -8.4 | 15.7 | -1.0 | 0.3 | 93.0 | -6.4 | -8.3 | 2.0
CSC1=C(C#N)C(=O)NC(c2ccc(Cl)cc2)S1 (configuration not stated) | 2.8 | -6.3 | x | 0.2 | 0.5 | 90.0 | 0.7 | 1.1 | -4.0
CCN1CCN(CCCNC(=O)C2c3ccccc3C(=O)N(c3ccc(OC)cc3)C2c2ccc(OC)cc2)CC1 (configuration not stated) | 9.4 | -1.9 | 16.2 | 0.1 | 1.6 | 100.0 | -3.0 | -6.1 | -4.0
CSCCC(NS(=O)(=O)c1ccc(C)cc1)C(=O)NNC(=O)c1csc(N2CCOCC2)n1 (configuration not stated) | -2.4 | -19.5 | 2.3 | x | x | 100.0 | x | -3.2 | -3.0
CC1=C(C(=O)NCc2ccccc2)C(c2cccs2)NC(=S)N1 (configuration not stated) | -4.2 | -9.6 | -6.8 | -0.1 | 1.1 | 101.0 | 4.8 | -6.8 | 8.0

The order is random (roughly 4.1% active in at least one column).
